Source: PubChem BioAssay
PV pol inh – poliovirus RNA polymerase inhibition | AID 588519 | poliovirus polymerase elongation, fluorescence polarization; stronger effect = lower value | P03300 | 150,000 tested, 0.66% active | % elongation, % (compound at 16.7 µg/mL); in the data active = % elongation below about 90%; also: some results filed as inactive read as strong as hits
Target sequence (P03300 1749-2209 limits assumed): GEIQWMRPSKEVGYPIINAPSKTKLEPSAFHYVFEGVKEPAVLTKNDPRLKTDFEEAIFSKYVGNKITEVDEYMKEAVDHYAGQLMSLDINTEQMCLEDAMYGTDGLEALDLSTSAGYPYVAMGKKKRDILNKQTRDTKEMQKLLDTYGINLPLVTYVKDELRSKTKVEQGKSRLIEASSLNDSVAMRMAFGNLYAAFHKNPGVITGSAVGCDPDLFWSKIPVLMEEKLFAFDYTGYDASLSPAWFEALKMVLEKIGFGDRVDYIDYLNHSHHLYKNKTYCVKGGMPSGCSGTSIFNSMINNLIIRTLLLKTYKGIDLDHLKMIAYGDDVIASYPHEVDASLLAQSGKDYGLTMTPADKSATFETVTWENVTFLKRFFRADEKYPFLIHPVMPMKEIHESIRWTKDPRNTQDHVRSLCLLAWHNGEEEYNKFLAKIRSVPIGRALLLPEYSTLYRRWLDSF
PV pol inh FP z-score – further read-out of PV pol inh, marked with its call; z-score; measured here: FP z-score; hits read low
* = called active by the depositor; & = joins results of further samples. Only part of the results is shown. The share of hits here may be higher or lower than overall.

mol	PV pol inh	PV pol inh FP z-score
C=CCN1CCN(C(c2ccc(C)cc2)c2nnnn2C2CCCC2)CC1 (stereo not given)	103	0.4
O=C(COC(=O)c1ccccc1F)NC(c1ccccc1)c1ccccc1	103	0.9
COc1ccc(NC(=O)CSc2nc(O)cc(=O)n2-c2ccccc2OC)cc1	102	0.3
CC(C)NCC(O)c1ccc(NS(C)(=O)=O)cc1 (stereo not given)	100	0.3
N#Cc1cnc(SCC(=O)Nc2cc(Cl)ccc2O)nc1N	99	-1.2
O=C(NCC1CCN(Cc2ccc(Cl)cc2)CC1)c1[nH]nc2c1COc1ccccc1-2	101	0.1
CNC(=S)N(Cc1ccco1)Cc1cc2cc(C)ccc2n2nnnc12	104	0.7
COC(=O)c1cc(OC)c(OC)cc1N1C(=O)CCC1=O	104	0.6
O=C(CC1Sc2ccccc2NC1=O)Nc1cccc(C(F)(F)F)c1 (stereo not given)	106	0.3
Cc1ccc(OCC(=O)N2CCC(C)CC2)cc1C	104	0.5

Reprinted from the part before: 5 compounds, then new ones.
mol	PV pol inh	PV pol inh FP z-score
O=C(NCC1CCN(Cc2ccc(Cl)cc2)CC1)c1[nH]nc2c1COc1ccccc1-2	101	0.1
CNC(=S)N(Cc1ccco1)Cc1cc2cc(C)ccc2n2nnnc12	104	0.7
COC(=O)c1cc(OC)c(OC)cc1N1C(=O)CCC1=O	104	0.6
O=C(CC1Sc2ccccc2NC1=O)Nc1cccc(C(F)(F)F)c1 (stereo not given)	106	0.3
Cc1ccc(OCC(=O)N2CCC(C)CC2)cc1C	104	0.5
COc1cccc2c1cc1c(=O)n(CC(=O)N3CCN(c4cccc(C)c4C)CC3)nc(C)n12	107	0.2
CCc1ccccc1N(CC)C(=O)Cn1ncc2c1-c1ccccc1OC2	102	0.1
CS/C(NC1CCCCC1)=C(/C#N)S(=O)(=O)c1ccc(Cl)cc1	104	-0.2
CCCNC(=O)c1ccc2c(c1)ncn2-c1ccc(C)cc1C	107	-0.1
CC(Oc1ccccc1)C(=O)N1CCCc2ccccc21 (stereo not given)	105	0.1
CCOC(=O)c1cccc(NS(=O)(=O)c2cc3c(cc2C)NC(=O)CO3)c1	117	2.5
CC(C)c1ccc(C2=NC(c3ccncc3)=Nc3ccc(F)cc3N2)cc1	112	1
CCN1CCN(CCC(=O)Nc2ccc(F)cc2)CC1	99	-0.6
O=C(c1cnn(C(=O)CN2C(=O)COc3ccccc32)c1)c1ccccc1O	100	-0.4
CCOC(=O)c1c(C)sc(-c2c(-c3cccc(Cl)c3)[nH]c3c2c(=O)n(C)c(=O)n3C)c1O	117	0.8

(listing goes on)
mol	PV pol inh	PV pol inh FP z-score
N#CCc1nc(-c2ccc(-c3ccccc3)cc2)cs1	103	-0.1
S=c1[nH]c(-c2ccccc2)cn1-c1ccccc1	101	-0.2
CSc1cccc(N=C2C(=O)Nc3ccccc32)c1	100	-0.5
CCOC(=O)N1CCN(C(=O)c2cn(CC)c3ccc(S(=O)(=O)N4CCCCC4)cc3c2=O)CC1	101	0
Cc1ccc(-n2ncc3c(NCCCc4ccccc4)ncnc32)cc1C	108	0.2
CCN(CC)C(=O)CSc1nc2cc3c(cc2c(=O)n1CCCC(=O)NCCc1ccc(OC)c(OC)c1)OCO3	100	-0.4
COc1ccc(CCNC(=O)CN2C(=O)COc3ccc(S(=O)(=O)N4CCCCCC4)cc32)cc1OC	108	1.1
COc1cc(NC(=O)Nc2nnc(N3CCCCCC3)s2)cc(OC)c1	111	0.7
CN(C(=O)c1ccc(S(=O)(=O)N2CCCC2)cc1)c1ccccc1	105	0.6
Cc1nc2c(C(=O)NCc3ccccc3)cnn2c(C)c1Cc1ccc(F)cc1	110	0.3

Next entries
mol	PV pol inh	PV pol inh FP z-score
Cc1cc(N(C)S(=O)(=O)c2ccc(N)cc2)nc(C)n1	102	1.1
O=C(CN1C(=O)c2ccccc2S1(=O)=O)N1N=C2/C(=C/c3ccco3)CCCC2C1c1ccco1 (stereo not given)	105	0.3
CNC(=S)Nc1ccc(N2CCOCC2)cc1	107	0.6
O=C(Cc1ccsc1)Oc1ccc2c(c1)OCO2	99	-0.5
CNc1nc2ccccn2c(=O)c1/C=C1\SC(=S)N(C)C1=O	122	4.3
CCOc1cc(S(=O)(=O)NC2CC2)c(OCC)cc1-n1cnnn1	103	0.4
CCC(=O)N(Cc1ccc(S(N)(=O)=O)cc1)C1CC(=O)N(c2ccccc2)C1=O (stereo not given)	103	1.1
Cc1c(CCC(=O)NCc2ccc(F)cc2)c(=O)oc2cc(O)ccc12	119	2.7
COc1cc(C2=NOC(C(=O)N3CCCc4ccccc43)C2)cc(OC)c1OC (stereo not given)	104	0.7
Cc1cc(C)c(C#N)c(N2CCCC2)n1	100	0.1

Copied from the list:
Result of CC(C)NCC(O)c1ccc(NS(C)(=O)=O)cc1 (stereo not given) under PV pol inh FP z-score: 0.3
Result of COc1ccc(NC(=O)CSc2nc(O)cc(=O)n2-c2ccccc2OC)cc1 under PV pol inh FP z-score: 0.3
Result of S=c1[nH]c(-c2ccccc2)cn1-c1ccccc1 under PV pol inh FP z-score: -0.2
Result of C=CCN1CCN(C(c2ccc(C)cc2)c2nnnn2C2CCCC2)CC1 (stereo not given) under PV pol inh: 103
Result of Cc1ccc(-n2ncc3c(NCCCc4ccccc4)ncnc32)cc1C under PV pol inh FP z-score: 0.2

Further compounds follow:
mol	PV pol inh	PV pol inh FP z-score
CCn1c(C(=O)NCc2ccc(OC)cc2)cc2sccc21	103	0.5
CCc1cc(C(=O)COc2ccc3ccccc3c2)c(O)cc1O	101	-0.2
COCCNC(=O)CSc1nc2cc3c(cc2c(=O)n1CCCCCC(=O)NCCc1ccc(OC)c(OC)c1)OCO3	104	-0.3
O=C1c2ccccc2-c2c(-c3ccccc3)nc3ccccc3c21	101	-0.2
CS(=O)(=O)c1ccc(-c2nnn(CC(=O)NC3CCCC3)n2)cc1	100	-0.2
CCc1ccc(/C=C2\Cc3ccccc3C2=O)cc1	99	-0.1
O=C(CSc1nnnn1C1CCCC1)NCc1cccs1	102	-0.1
c1ccc(C(Nc2nccs2)c2ccccc2)cc1	103	0.3
O=C(O)c1cc(N(Cc2ccccc2O)Cc2cc(O)ccc2O)ccc1O	103&101	0.5&0.2
COC(=O)C1CN(Cc2csc(NC(C)=O)n2)c2ccccc2O1 (stereo not given)	101	-0.2

Other entries.
mol	PV pol inh	PV pol inh FP z-score
c1ccc(-c2nnsc2-c2nc3ccccc3[nH]2)cc1	101	-0.1
CCOC(=O)CCC(=O)Nc1nnc2n1CCS2	102	-1.2
Cc1ccc(-n2nc(C)c3c(C)cc(=O)n(CC(=O)NCc4ccco4)c32)cc1	99	-0.5
c1ccc(Nc2csc(N=C3CCCCC3)n2)cc1	100	-0.9
COc1cc(/C=N/NC(=O)c2cc(C3CC3)[nH]n2)ccc1O	103	0.2
c1ccc(-c2cc(-c3ccccc3)c3c(n2)-c2ccccc2OC3)cc1	105	0
COc1cccc(CNCCSc2nnnn2C)c1OCc1ccc(F)cc1	103	-0.5
Cc1sc2c(c1C)c(=O)nc1n2C(CSc2nc3sc4c(c3c(=O)[nH]2)CCCC4)CS1 (stereo not given)	100	-0.4
Cc1cccc2c(=O)cc(C)n(CC(=O)N3CCCCC3)c12	104	0.5
CC(C)(C)C(=O)CS(=O)(=O)c1ccc(Cl)cc1	106	0.8

(further entries)
mol	PV pol inh	PV pol inh FP z-score
COc1ccccc1CNC(=O)C1CCN(S(=O)(=O)c2c(C)noc2/C=C/c2cccs2)CC1	104	-0.1
C=CCNc1nc(C(=O)OCC(=O)c2ccc[nH]2)cs1	105	0.7
CCCc1nnc(CSc2nc3ccccc3o2)o1	99	-0.9
CN(C)/N=C/c1ccc(/C=N/N(C)C)o1	105	0.5
Cc1ccc(S(=O)(=O)N2c3ccccc3OC2c2ccc(Cl)c(Cl)c2)cc1 (stereo not given)	108	0.7
CCc1cccc2c(C#N)cn(CC(=O)NCCOC)c12	102	0.1
O=C(Cc1ccccc1)NC1CCN(C(=O)C2CCCCC2)CC1	101	0.1
Cc1ccc(Cl)cc1NC(=O)c1ccc(Br)o1	99	-0.2
COc1cc2c(cc1OC)[C@@H](Cc1ccc(O)cc1)N(C)CC2	107	0.2
Cc1ccc(CSCC(=O)N2CCN(Cc3ccc4c(c3)OCO4)CC2)cc1	104	1

Next results follow.
mol	PV pol inh	PV pol inh FP z-score
O=C(Cn1c(=O)nc(-c2ccccc2)c2cc(Cl)ccc21)NCCc1ccc(Cl)cc1	109	0.7
Cc1oc(-c2ccc(Cl)cc2)nc1Cn1c(=O)cc(-c2ccccc2)c2c(C)nn(C)c21	102	-1
Cc1nn(-c2ccccc2)c2c1P(=O)(N1CCOCC1)/C(=C1/N(C)c3ccccc3C1(C)C)C=N2 (stereo not given)	105	0.3
COC(=O)c1c(C)nn(C(=O)c2ccc(C)cc2)c1-c1cc(C)on1	100	-1
O=C(Cc1cc(=O)[nH][nH]1)N/N=C/c1cccc2ccccc12	106	1.2
C=CCc1cccc2cc(C(=O)NC)c(=O)oc12	103	1.5
Cc1ccc(S(=O)(=O)c2cn(C)c3cc(N4CCCCCC4)c(F)cc3c2=O)cc1	116	1.9
CC1CCCC(C)N1C(=O)COC(=O)c1cc(=O)c2ccccc2o1 (stereo not given)	102	-0.1
COc1ccccc1NC(=O)C1=C(C)Nc2nc3ccccc3n2C1c1ccccc1Cl (stereo not given)	105	-0.2
Cc1ccc(/C=c2\s/c(=C\C(=O)C(C)(C)C)n(CC(=O)NCc3ccco3)c2=O)s1	129	3.7

(listing goes on)
Every second line gives: PV pol inh, PV pol inh FP z-score
- CCCCn1c2ccccc2c2nc3ccccc3nc21
    102, 0.2
- Cc1cccc(C)c1OCCn1c(C2CC(=O)N(Cc3ccc(F)cc3)C2)nc2ccccc21 (stereo not given)
    105, -0.6
- c1cnc2c(OCC3CCCN4CCCCC34)cccc2c1 (stereo not given)
    103, 0
- Cc1csc(=Nc2ccccc2F)n1/N=C/c1ccncc1
    83*, -2.2*
- CCCNC(=O)CCn1nc(-c2ccccc2)c2ccccc2c1=O
    106, 0.1
- CCCn1nc(C)cc1N
    102, 0.2
- COc1ccc(-c2noc(-c3ccc(NC4CCCCC4)c([N+](=O)[O-])c3)n2)cc1OC
    111, 0.8
- COC(=O)COc1ccc2ccccc2c1
    104, 0.1
- COC(=O)c1cc2ccc3c(c2oc1=O)CN(Cc1ccccc1)CO3
    107, 2.2
- CCOc1ccc(/C=C/c2nc(C#N)c(NCCCN(C)C)o2)cc1
    108, -0.1

Next part:
Every second line gives: PV pol inh, PV pol inh FP z-score
- Cc1c(Cl)cccc1NC(=O)CN1C(=O)c2ccccc2Sc2ncccc21
    98, -1.7
- Nc1nnc(C(F)(F)C(F)(F)C(F)(F)F)s1
    100, -0.3
- CCOc1ccccc1NC(=O)Cn1c(=O)n(-c2ccc(C)c(C)c2)c(=O)c2oc3ccccc3c21
    109, 0.4
- Cn1cccc1/C=C1\CC/C(=C\c2cccn2C)C1=O
    107, 0.9
- CC(=O)Nc1sc(C)c(C)c1C(=O)OCC(=O)N1CCOCC1
    101, -0.2
- Cc1ccc2[nH]cc(NC(=O)N(C)Cc3ccccc3)c(=O)c2c1
    101, -0.3
- O=C(OCCN=C1NS(=O)(=O)c2ccccc21)c1cccnc1
    102, 0.2
- COc1ccccc1N1CCN(C(=O)CSc2n[nH]c(-c3ccccc3Cl)n2)CC1
    105, -0.8
- CCN(CC)CCOC(=O)c1ccc(NC(=O)c2cc3cc(OC)ccc3oc2=O)cc1
    102, -0.3
- Cc1ccc(NC(=O)CC2Sc3ccccc3NC2=O)c(C)c1 (stereo not given)
    107, 0.2

Other results.
Every second line gives: PV pol inh, PV pol inh FP z-score
- CS(=O)(=O)N1CCCc2cc(C(=O)CSc3nnc(-c4ccncc4)n3C3CC3)ccc21
    106, 0.4
- Nc1ccc(I)nc1
    98, -0.4
- Cc1ccc(NC(=O)Nc2ccc3nc(N4CCN(C)CC4)cc(C)c3c2)cc1C
    100, -0.3
- COc1ccc(CN2COc3ccc4c(C)cc(=O)oc4c3C2)cc1
    105, -0.6
- N#C/C(=C\c1cc[nH]c1)C(N)=S
    101, -0.1
- CNC(=O)C12CCC(C)(c3nc4cc(C)c(C)cc4nc31)C2(C)C (stereo not given)
    101, 0.2
- COC(=O)C1C2C=CC3(CN(c4ccc(OC)cc4)C(=O)C13)O2 (stereo not given)
    104, 0.4
- COc1ccc(NC(=O)C(C)C2SC(=O)NC2=O)cc1 (stereo not given)
    103, 0.2
- CN(C)CCc1c[nH]c2ccc(C[C@H]3COC(=O)N3)cc12
    99, 0
- CCOc1ccc(CCNC(=O)C2CCN(c3nnc(-n4cccc4)s3)CC2)cc1
    105, 1.1

Continuation.
Every second line gives: PV pol inh, PV pol inh FP z-score
- COC(=O)C1=CN(C(C(=O)OC)c2ccccc2)C=C(C(=O)OC)C1c1ccc(F)cc1 (stereo not given)
    103, 0.4
- O=C(OCc1ccccc1)c1ccc2ccccc2n1
    102, 0.2
- CCCOc1ccc(C(=O)Nc2nonc2C)cc1
    102, 0.1
- CC1CCN(C(=O)c2ccc3c(SCC(=O)O)c4c(nc3c2)CCCC4)CC1
    99, -1.5
- CC1=Nc2cc(C(=O)NCCc3ccc(Cl)cc3)ccc2Sc2ccc(C)cc21
    108, -1.2
- N#C/C(=C/c1ccc(-c2cc(C(=O)O)ccc2Cl)o1)C(=O)NCCc1c[nH]c2ccccc12
    103, 0.4
- Cc1cc(I)ccc1N
    102, -0.2
- C(=N\N1CCN(c2ccccn2)CC1)/c1ccccn1
    102, 0.6
- O=C(NC1CC1)c1ccc2c(c1)N(Cc1ccccc1)CCS2
    99, -0.4
- O=C(Nc1cc(C(F)(F)F)ccc1-n1cncn1)c1ccc(Cl)cc1
    99, -1.5

Remaining list, next part.
Every second line gives: PV pol inh, PV pol inh FP z-score
- CCOC(=O)c1c(S(=O)(=O)N2CCCC(C(=O)N(C)Cc3ccccc3)C2)c(C)n(C)c1C (stereo not given)
    108, 0.3
- O=C(CN1C(=O)CC(c2ccccc2)=Nc2ccccc21)Nc1ccc(Br)cc1
    116, 2.2
- COc1ccc([C@@H]2CC(=O)c3c(O)cc(O[C@@H]4OC(CO[C@@H]5OC(C)[C@H](O)[C@H](O)C5O)[C@@H](O)[C@@H](O)C4O)cc3O2)cc1O (stereo not given in full)
    101, 0.1
- CCn1c2ccc(F)cc2c2nnc(SCCN3CCCCC3)nc21
    101, -0.6
